# TexasRed fluor = Total Fluorescence Counterscreen for Inhibitors of the Interaction of Thyroid Hormone Receptor and Steroid Receptor Coregulator 2; TRb/SRC2 Texas Red total fluorescence interference; Potency, µM (top dose mostly 106 µM), for the others: top-dose fluorescence change, negative = quenching; hit rate 0.29% among 280,000; AID 1479, 2009; active = well fitted curve in either direction with a large enough effect; inconclusive = small, poorly fitted or top-dose-only effect
#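 Human TRb ligand-binding domain at 0.6 uM with 20 nM Texas Red SRC2 peptide in Tris buffer containing 1 uM T3 and 5% DMSO, incubated with compound 5 h at ambient temperature. Total fluorescence (555/632 nm) calculated as parallel + 2 × perpendicular.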
# TRb SRC2 PPI = qHTS for Inhibitors of the Interaction of Thyroid Hormone Receptor and Steroid Receptor Coregulator 2; Thyroid hormone receptor beta (Homo sapiens), P10828; TRbeta-SRC2 peptide binding, fluorescence polarization; receptor liganded with 1 µM T3; Potency, µM (series often up to 106 µM), inactives show at the highest dose activity change, negative = inhibition, most hits filed as inhibitors; hit rate 0.065% among 280,000; AID 1469, 2008;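 note: plate controls were bound peptide for no effect and peptide without receptor for full effect; nearly all actives have a fitted effect of over 50% in size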
# Target sequence (P10828 whole entry, looked up): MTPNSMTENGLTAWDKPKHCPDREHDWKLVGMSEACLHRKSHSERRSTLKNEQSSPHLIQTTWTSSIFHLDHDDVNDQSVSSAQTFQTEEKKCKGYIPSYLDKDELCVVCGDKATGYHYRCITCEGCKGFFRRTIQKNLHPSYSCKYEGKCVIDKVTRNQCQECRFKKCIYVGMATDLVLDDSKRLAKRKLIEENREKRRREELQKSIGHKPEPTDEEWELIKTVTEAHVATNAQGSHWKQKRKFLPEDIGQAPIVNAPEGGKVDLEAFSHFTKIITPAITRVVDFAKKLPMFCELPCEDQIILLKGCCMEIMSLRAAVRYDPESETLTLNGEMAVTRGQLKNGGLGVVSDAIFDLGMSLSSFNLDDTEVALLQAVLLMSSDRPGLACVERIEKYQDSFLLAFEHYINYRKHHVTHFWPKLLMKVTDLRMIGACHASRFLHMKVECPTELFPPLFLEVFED
#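 Binding of a 20-amino-acid Texas Red SRC2 peptide (20 nM) to TRb ligand-binding domain (0.6 uM) with agonist T3 at 1 uM was followed by fluorescence polarization after a 5 hr room-temperature incubation.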
# Tau fluor cs = Counterscreen qHTS for Inhibitors of Tau Fibril Formation, Fluorescence Polarization; Potency, µM (highest dose often 57.7 µM), for the others: at the highest dose activity change, negative = decrease; tau K18 P301L Alexa594 fluorescence, heparin fibrillization; hit rate 0.93% among 280,000; note: nearly all actives have a fitted effect of over 55% in size
#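 Human K18 P301L tau (15 uM unlabeled plus 0.24 uM Alexa 594-labeled, final) in 100 mM sodium acetate pH 7 was mixed with compound and 20 uM heparin and incubated 6 hr at 37 C.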
# ALDH1A1 inh = qHTS Assay for Inhibitors of Aldehyde Dehydrogenase 1 (ALDH1A1); Aldehyde dehydrogenase 1A1 (Homo sapiens), P00352; Purified ALDH1A1, NADH fluorescence, propionaldehyde substrate; Potency, µM (top dose mostly 75.3 µM), without a hit: at the highest dose activity, negative = inhibition, actives largely listed as inhibitors; hit rate 7.3% among 220,000; AID 1030, 2008; active = well fitted inhibition curve with a large enough effect, not every such curve was filed as active; inconclusive = small, poorly fitted or top-dose-only effect, or another doubt; inactive = no such curve, though single readings can be large or run the other way;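 note: plate controls were no enzyme wells and a reference inhibitor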
# Target sequence (P00352 whole entry, looked up): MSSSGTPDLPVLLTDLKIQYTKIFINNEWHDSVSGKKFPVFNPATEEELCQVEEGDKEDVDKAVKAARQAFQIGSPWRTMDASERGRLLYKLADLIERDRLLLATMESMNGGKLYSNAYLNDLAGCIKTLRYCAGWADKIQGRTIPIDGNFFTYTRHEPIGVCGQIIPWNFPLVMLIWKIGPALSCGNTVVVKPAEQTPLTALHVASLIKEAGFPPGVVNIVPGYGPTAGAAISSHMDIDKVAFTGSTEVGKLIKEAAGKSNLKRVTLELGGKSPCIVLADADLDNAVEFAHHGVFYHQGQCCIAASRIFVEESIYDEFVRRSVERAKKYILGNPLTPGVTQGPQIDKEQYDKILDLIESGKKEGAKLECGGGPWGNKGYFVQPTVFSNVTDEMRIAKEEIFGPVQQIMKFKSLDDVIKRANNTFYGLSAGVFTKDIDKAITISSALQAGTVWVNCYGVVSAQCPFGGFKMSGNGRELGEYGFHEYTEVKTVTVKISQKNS
# L3MBTL1 inh = qHTS Assay for the Inhibitors of L3MBTL1 | Lethal(3)malignant brain tumor-like protein 1 (Homo sapiens), Q9Y468 | AlphaScreen L3MBTL1–H3K9me1 peptide binding | Potency, µM (titrated, usually from 57.1 µM), without a hit: top-dose activity, negative = inhibition, hits mostly inhibitors | hit rate 0.66% among 230,000 | AID 485360, 2010; note: nearly all actives have a fitted effect of over 60% in size
#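 Displacement of a biotinylated histone H3(1-15) peptide monomethylated at Lys9 (75 nM) from L3MBTL1 (50 nM) was measured by AlphaScreen after a 30 min room-temperature compound incubation; cefsulodin titration served as intraplate control.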
# aGal spleen mod = qHTS Assay for Inhibitors and Activators of Human alpha-Galactosidase From Spleen Homogenate | Alpha-galactosidase A (Homo sapiens), P06280 | human spleen homogenate, 4MU-alpha-Gal fluorescence, 40 min | Potency, µM (doses to about 80 µM), without a hit: at the top dose activity change, negative = inhibition, usual class: inhibitors | hit rate 0.008% among 240,000 | AID 2107, 2009;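 note: 0% = enzyme with vehicle and -100% = no enzyme basal signal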
#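 Human spleen homogenate (1 ug) as enzyme source, 4-methylumbelliferyl-alpha-D-galactopyranoside 1 mM final, citrate/phosphate pH 5.0 with 0.01% Tween-20. Compounds 40 min at 37C, NaOH/glycine stop; fluorescence Ex 365/Em 440, Hill-fit AC50.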
# Tau fibril FP = qHTS for Inhibitors of Tau Fibril Formation, Fluorescence Polarization | Microtubule-associated protein tau (Homo sapiens), P10636 | Potency, µM (series often up to 57.7 µM), inactives show at the highest dose activity, negative = inhibition, hits mostly inhibitors | hit rate 0.39% among 280,000 | K18 P301L tau heparin fibrillization, Alexa594 FP, 6 h; note: nearly all actives have a fitted effect of over 55% in size
# Target sequence (P10636 561-689 P618L limits assumed): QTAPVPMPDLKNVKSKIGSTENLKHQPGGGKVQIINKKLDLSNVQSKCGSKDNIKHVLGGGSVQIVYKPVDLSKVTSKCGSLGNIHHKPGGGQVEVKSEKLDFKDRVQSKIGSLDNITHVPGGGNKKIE
#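 K18 P301L tau (15 uM unlabeled/0.24 uM Alexa 594-labeled, final) + compound + heparin 20 uM final; 100 mM NaOAc pH 7; 6 hr 37 C; ThT 30 uM final added, 1 hr RT; FP ex 555/em 632 nm.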
# Tau fibril ThT = qHTS for Inhibitors of Tau Fibril Formation, Thioflavin T Binding | Potency, µM (titrated, usually from 57.4 µM), inactives show at the highest dose activity, negative = inhibition, hits mostly inhibitors | Microtubule-associated protein tau (Homo sapiens), P10636 | recombinant tau K18 P301L (four-repeat tau fragment), heparin-induced fibrillization, ThT fluorescence | hit rate 2.1% among 270,000; note: nearly all actives have a fitted effect of over 55% in size
#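 Recombinant human tau K18 fragment […] carrying P301L, 15 uM unlabeled plus 0.24 uM Alexa 594-labeled, was fibrillized with 20 uM heparin in 100 mM sodium acetate pH 7 for 6 hr at 37 C; 30 uM ThT fluorescence read after 1 hr.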
# Numbers without * were called inactive; ? = inconclusive; / = not tested or not shown; & = joins results of further samples; [ ] = remark or other dose. Unless noted, calls come from the whole dose curve; as a rule, active = well fitted curve in the direction sought with a large enough effect; inconclusive = small, poorly fitted or top-dose-only effect, or another doubt; inactive = no such curve, though single readings can be large; an effect the other way counts as inactive or inconclusive. Unless noted, % is set by controls: 0 for no effect and ±100 for the full control effect; potency is the fitted concentration of half-maximal effect.
SMILES,TexasRed fluor,TRb SRC2 PPI,Tau fluor cs,ALDH1A1 inh,L3MBTL1 inh,aGal spleen mod,Tau fibril FP,Tau fibril ThT
CC1(C)OC(C(O)(c2cc(C(F)(F)F)cc(C(F)(F)F)c2)c2cc(C(F)(F)F)cc(C(F)(F)F)c2)C(C(O)(c2cc(C(F)(F)F)cc(C(F)(F)F)c2)c2cc(C(F)(F)F)cc(C(F)(F)F)c2)O1 (centres undefined),-4%[11.2 µM],1%[11.2 µM],-1%[11.6 µM],17%[13.5 µM],/,4%[17.5 µM],2%[11.6 µM],-4%[11.5 µM]
O=C(/C=C/c1ccco1)NCCCN1CCOCC1,-1%,3%,3%,?,4%,-2%,-3%,-5%
O=[N+]([O-])c1ccc(O)c(C=Nc2ccc3c(c2)OCO3)c1,-1%,7%,?,?,5%,-2%,-8%,?
O=C(Nc1nc(-c2ccccc2)c(C(=O)c2ccccc2)s1)c1ccc(S(=O)(=O)N2CCCCC2)cc1,5%,-1%,-9%,0%,-11%,-7%,-17%,6%
Nc1cc2c(cc1C(=O)c1ccccc1F)OCCO2,0%,3%,-22%,?,-21%,3%,?,-13%
CCOc1ccc(CN(C)CC(=O)Nc2ccc3c(c2)CCC3)cc1OC,0%,-5%,0%,-3%,-5%,-8%,-5%,-5%
CC(=O)Nc1nnc(CCS(=O)(=O)c2ccc(C)c(C)c2)s1,-4%,-1%,9%,0%,8%,-2%,7%,5%
COc1ccc(OCCn2c(C(C)Oc3ccccc3)nc3ccccc32)cc1 (centres undefined),8%,0%,-7%,/,/,/,-4%,?
O=C(Nc1ccc2c(c1)OCO2)C1CCCN(S(=O)(=O)Cc2ccccc2)C1 (centres undefined),-1%,-5%,-20%,-1%,/,-1%,16%,-15%
O=C(CSc1nc2ccccc2[nH]1)Nc1ccccc1F,-3%,-1%,-11%,?,/,-2%,?,-3%
COc1ccc(-c2cn3c(n2)sc2cc(C(=O)NCc4cccs4)ccc23)cc1,3%,-4%,0%,/,/,/,-2%,-1%
Cc1nnc(NC(=O)c2ccccc2F)s1,-1%,8%,10%,16%,9%[11.4 µM],-9%,7%,-4%
COc1ccc(Cl)cc1S(=O)(=O)NC1CC(C)(C)NC(C)(C)C1,-1%,0%,-8%,-2%,5%,-3%,3%,-2%
CCc1ccc(NC(=O)c2ccc(F)c(S(=O)(=O)NCc3ccc(Cl)c(Cl)c3)c2)cc1,-1%,0%,-21%,/,/,/,?,14%
CCOc1ccc(NC(=S)NCc2ccc3[nH]c(C)cc3c2)cc1,-1%,-1%,20µM*[quencher],-2%,/,-1%,?,?
Cc1ccc(NC(=S)NNC(=O)CSc2nnc(-c3ccc(Cl)cc3)n2C2CCCCC2)cc1,0%,0%,-2%,?,-8%,7%,7%,-14%
COc1ccccc1-n1cnnc1SC(C)C(=O)Nc1cccc([N+](=O)[O-])c1 (centres undefined),-5%,8%,-13%,?,4%,-28%,-10%,2%
O=C(/C=C1\NC2(CCCC2)Cc2ccccc21)C(=O)N/N=C/c1ccccc1O,-5%,-4%,-3%,4.5µM*,7%,5%,1%,16%
Cc1cc(C)n2nc(C(=O)N3CCN(Cc4ccc5c(c4)OCO5)CC3)nc2n1,-9%,1%,1%,5%,-3%,9%,1%,1%
Cc1cc(=O)n2nc(N3CCC(C(=O)NCCCOC(C)C)CC3)sc2n1,-1%,11%,3%,/,/,/,1%,?
O=c1cc(CSc2nnc(Nc3ccccc3)s2)nc2sccn12,-2%,-7%,-10%,-3%,/,-2%,4%,-12%
CCOc1ccc(NS(=O)(=O)c2ccc(NC(=O)c3cccnc3)c(OC)c2)cc1,-1%,-3%,-20%,8%,-6%,-1%,3%,-14%
COc1ccc(NS(=O)(=O)c2ccc(N3CCOCC3)c(NC(=O)c3ccc(OC)cc3)c2)cc1,0%,2%,-23%,9%,-1%,-7%,1%,-8%
Cc1ccc(NC(=O)c2cccc(N(C)C)c2)cc1NC(=O)c1ccc(O)cc1,-2%&0%&0%,4%&6%&-6%,?,-9%,/,5%&-9%&8%,11%&1%&-6%,?
COc1ccc(NC(=S)NCCc2ccccc2OC)c(OC)c1,4%,4%,-19%,-6%,/,3%,2%,-14%
# Additional records.
SMILES,TexasRed fluor,TRb SRC2 PPI,Tau fluor cs,ALDH1A1 inh,L3MBTL1 inh,aGal spleen mod,Tau fibril FP,Tau fibril ThT
O=C(c1ccc(S(=O)(=O)N2CCCCC2)cc1)N(c1ccccn1)C1CCCCC1,-1%,-10%,-13%,/,-1%,2%,2%,-7%
Cc1ccc(N2C(=O)c3ccccc3C2C(=O)c2ccc(C)c(C)c2O)cc1 (centres undefined),-2%,0%,-20%,?,-6%,-2%,0%,-14%
Cc1cccc(CSc2ccc3nnc(CCNS(=O)(=O)c4ccccc4)n3n2)c1,-2%,-12%,-4%,/,/,/,4%,-5%
COc1ccc2cc(CCl)c(Cl)nc2c1,-3%,3%,12%,?,-10%,-3%,6%,17%
Cc1nc([N+](=O)[O-])nn1C12CC3CC(CC(Br)(C3)C1)C2,-4%,-6%,-19%,8.9µM*,4%,2%,?,?
COc1ccc(CCNc2ncnc3c2cnn3-c2ccc(C)cc2)cc1,-1%,0%,?,/,/,/,?,10%
COc1ccc(-c2cn3nc(N4CCCC(C(=O)Nc5ccccc5OC)C4)sc3n2)cc1 (centres undefined),9%,-4%,?,/,/,/,5%,?
O=C(NCCS(=O)(=O)c1ccc(Cl)cc1)c1ccc(F)cc1,-1%,-4%,-5%,8%,17%,-2%,1%,-9%
Cc1c(NC(=O)c2ccc(CN3CCc4ccccc4C3)cc2)c(=O)n(-c2ccccc2)n1C,0%,1%,6%,-11%,-3%,?,3%,-4%
O=[N+]([O-])c1ccc(C=Nc2ccc(Cl)c([N+](=O)[O-])c2)s1,2%,-3%,-17%,14µM*,?,-5%,-6%,?
COc1ccc(OCC(O)CNC(=O)c2c(-c3ccccc3)noc2C)cc1 (centres undefined),-7%,-6%,-10%,/,9%,2%,-5%,-10%
COc1ccc(-c2cn(-c3ccc(Br)cc3)c3[n+]2CCS3)cc1,1%,-1%,11%,13%,-1%,-14%,2%,-2%
CCN(CC)CCNC(=O)CCn1c(=O)c2cccn2c2cccnc21,-1%,0%,-1%,/,/,/,4%,-1%
OC1(c2cccc(C(F)(F)F)c2)CCN(c2ccc(-c3ccccc3)nn2)CC1,-1%,-6%,-4%,-4%,0%,-1%,?,?
CCOC(=O)c1n[nH]c(=O)c2ccccc12,-4%,2%,-15%,4%,/,-9%,-11%,-2%
Cn1c(-c2cc3ccc(OC(=O)C(C)(C)C)cc3oc2=O)nc2ccccc21,2%,6%,-2%,?,16%,?,5%,-17%
CCCC(=O)Nc1nnc(SCc2cc(=O)c3ccc(C)cc3[nH]2)s1,-2%,1%,-4%,/,/,/,-13%,-3%
Cc1cc2oc(=O)cc(COC(=O)c3n[nH]c4ccccc34)c2cc1C,-2%,-7%,-14%,-5%,/,-5%,-8%,-1%
C[C@]12O[C@H]1[C@@H](O)C(Br)=C(CO)[C@H]2O,-2%,6%,-12%,4%,/,-8%,-10%,-3%
CCc1nnc2c(Nc3ccc(N(CC)CC)cc3C)nc3ccccc3n12,-1%,-1%,?,/,/,/,2%,?
Cc1cccc(CCNC(=O)CCc2c(C)nc3c(-c4ccc(F)cc4)c(C)nn3c2C)c1,-1%,-8%,1%,/,/,/,-3%,9%
Cc1ccc(-n2ncc3c(NCc4ccccc4)ncnc32)cc1Cl,-3%,-13%,-11%,/,/,/,-14%,7%
O=C1/C(=C/c2ccccn2)SC(=S)N1N1CCOCC1,6%,-1%,-13%,4.5µM*,-1%,-1%,-14%,?
C=CCn1c(COc2ccccc2)nnc1SCC(=O)Nc1ccc2c(c1)OCCO2,-2%,5%,-20%,-8%,-5%,4%,0%,-16%
Cc1nc(-c2ccccc2)nc(Cl)c1Cl,-4%,-3%,2%,0%,24%,4%,2%,-1%

# Retrieved one by one from the list above:
SMILES,TexasRed fluor,TRb SRC2 PPI,Tau fluor cs,ALDH1A1 inh,L3MBTL1 inh,aGal spleen mod,Tau fibril FP,Tau fibril ThT
COc1ccc(-c2cn(-c3ccc(Br)cc3)c3[n+]2CCS3)cc1,1%,-1%,11%,13%,-1%,-14%,2%,-2%
Cn1c(-c2cc3ccc(OC(=O)C(C)(C)C)cc3oc2=O)nc2ccccc21,2%,6%,-2%,?,16%,?,5%,-17%
Cc1nc(-c2ccccc2)nc(Cl)c1Cl,-4%,-3%,2%,0%,24%,4%,2%,-1%

# Remaining list, next part:
SMILES,TexasRed fluor,TRb SRC2 PPI,Tau fluor cs,ALDH1A1 inh,L3MBTL1 inh,aGal spleen mod,Tau fibril FP,Tau fibril ThT
CCCC(=O)NCCCc1nc2ccccc2n1C(C)C,-3%,-3%,8%,4%,0%,13%,8%,-2%
COc1ccc(CCNC(=O)CCNS(=O)(=O)c2cccc(Cl)c2)cc1OC,-6%,0%,-18%,-10%,2%,2%,-10%,-15%
Cc1ccc(C)c(N2CCN(C(=O)CN3C(=S)NC(C)(C)CC3C)CC2)c1 (centres undefined),-3%,-6%,-3%,-5%,0%,-10%,4%,-4%
O=C(O)CCc1nnc2cnc3ccccc3n12,5%,-5%,-18%,/,/,/,-4%,?
O=C(O)CCn1cc(/C=N/O)c(-c2cccc([N+](=O)[O-])c2)n1,-2%,-2%,0%,0%,10%,-3%,-3%,-5%
Cc1cc(C(F)F)n2nc(C(=O)Nc3cc(C)on3)nc2n1,-1%,-1%,2%,-6%,6%,2%,-1%,3%
CCc1oc2ccccc2c1C(=O)CCN1CCCCC1,1%,-23%,10%,0.11µM*,-7%,6%,?,-12%

# Source: PubChem BioAssay (National Center for Advancing Translational Sciences (NCATS))

# Random draw from the library. About 8.5% of those tested had a hit in this group.
